Screening data: PubChem, several laboratories
KKLEB tox – counter-screen for CF NF-kB inhibitors: cytotoxicity; activity change (cytotoxicity), % at 5 µM; 360,000 tested, 0.36% active; KKLEB CF airway cells viability, ATPlite luminescence, overnight; active compounds read low; cells stimulated with P. aeruginosa culture filtrate;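 active = corrected activity change at or below -50% at 5 µM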
CF NFkB block – blocks PAF-induced NF-kB reporter in cystic fibrosis cells; 360,000 tested, 0.86% active; KKLEB NF-kB-GFP reporter, GFP fluorescence overnight; inhibition, % at 5 µM;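 active = at least 50% inhibition at 5 µM, scaled per plate between neutral and stimulator controls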;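 note: PAF is a Pseudomonas aeruginosa culture filtrate used as stimulus; plate controls were PAF-stimulated DMSO wells for no effect and unstimulated DMSO wells for full effect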
TWEAK Fn14 block – blocks TWEAK-Fn14 interaction in a reporter cell assay; TWEAK-stimulated Fn14 reporter cells, luciferase luminescence, 8 h; inhibition, % at 10 µM; 360,000 tested, 2% active; AID 1159606; in the data active = inhibition above about 50%
Shn3 3UTR inh – reduces Shn3 3'UTR luciferase signal in osteoblasts; inhibition, % at 12.5 µM; Clone20 osteoblast Shn3 3'UTR firefly luciferase, 24 h; 360,000 tested, 0.52% active;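 active = mean inhibition of at least 75% with every replicate also reaching 75%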;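 note: 0% = median of neutral control wells and 100% = pilot-screen positive control compound; some compounds past the cut are filed as inactive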
MITF TRPM1 inh – MITF TRPM1 promoter inhibition in SK-MEL-5 cells; AID 488899; SK-MEL-5 TRPM1 promoter luciferase, 24 h; inhibition, % at 12.5 µM; 330,000 tested, 0.83% active;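 active = mean inhibition across replicates of 60% or more, whatever share of single replicates reaches that level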; note: values of inactives mirror those of a sister screen read the other way
aDG glyco up – increases alpha dystroglycan glycosylation. activation, % at 10 µM. AID 624168. 360,000 tested, 0.22% active. Pro5-aDG cells, alpha-DG glycosylation AlphaScreen (IIH6); 0% Pro5, 100% B10-LARGE cell signal;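 active = activation of at least 8% versus controls, or a plate z-score of at least 8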;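 note: Pro5 are CHO cells carrying HIG-tagged alpha-DG that lacks glycosylation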
NR2E3 ag-1 – agonists of human nuclear receptor NR2E3; Q9Y5X4; GST-NR2E3/biotin-RetCOR TR-FRET, 1536-well; inhibition of corepressor binding, % at 4.78 µM; 320,000 tested, 0.12% active; AID 2300;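 active = percent inhibition above the cutoff of mean plus 3 SD of all tested compounds, set per screening campaign, cut at about 20% in these data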;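 note: 0% = DMSO wells and 100% = biotin wells as full block of FRET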
Target sequence (Q9Y5X4 whole entry, looked up): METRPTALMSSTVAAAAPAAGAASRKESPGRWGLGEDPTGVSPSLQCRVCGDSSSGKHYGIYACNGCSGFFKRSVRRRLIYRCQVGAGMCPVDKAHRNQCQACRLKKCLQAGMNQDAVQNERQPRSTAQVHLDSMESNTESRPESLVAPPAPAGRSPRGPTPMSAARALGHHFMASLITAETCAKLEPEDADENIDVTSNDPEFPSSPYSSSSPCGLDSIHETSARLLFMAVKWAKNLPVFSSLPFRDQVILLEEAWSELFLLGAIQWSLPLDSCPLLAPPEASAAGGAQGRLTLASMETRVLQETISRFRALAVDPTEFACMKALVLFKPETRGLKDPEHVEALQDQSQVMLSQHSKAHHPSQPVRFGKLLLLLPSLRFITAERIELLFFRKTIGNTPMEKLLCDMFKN
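Format: 1536-well format; test system: GST-NR2E3 and biotin-RetCOR proteins; read-out basis: percent inhibition of TR-FRET ratio; timing: 5 h incubation at 4 °C; detection: time-resolved FRET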
Peg3 prom inh – Peg3 promoter activity inhibition; AID 588405; 360,000 tested, 1.7% active; HeLa PEG-Prom luciferase reporter, luminescence, overnight; inhibition, % at 20 µM;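 active = inhibition of at least 50% at 20 µM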
HIF-2a block – blocks HIF-2a reporter activity; 786-0 RCC cells HIF-2a reporter, luciferase luminescence, overnight; inhibition, % at 18.8 µM; 360,000 tested, 0.72% active; AID 624352;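 active = inhibition of the luminescence signal of 40% or more relative to plate controls, in a single-dose primary screen at 18.75 µM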
iPSC survival up – enhancers of human iPSC single-cell survival | 360,000 tested, 0.044% active | survival enhancement, % at 20 µM | AID 602274 | hiPSC single-cell survival, ATPlite luminescence; 100% = ROCK inhibitor wells, 0% = DMSO; in the data active = survival enhancement above about 18%;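 note: cells exposed to compounds for 16 hours before the ATP read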
NR2E3 ag-2 – human photoreceptor-specific nuclear receptor agonism | Q9Y5X4 | CHO-S Gal4-NCOR/VP16-NR2E3 two-hybrid, luciferase | inhibition of corepressor binding, % at 3.98 µM | 360,000 tested, 0.35% active | AID 602229;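 active = inhibition above the mean of all tested compounds plus 3 SD, cut at about 70% in these data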;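 note: 0% = DMSO with NR2E3 transfected cells and 100% = cells lacking NR2E3 construct; higher means lower luciferase signal from less NR2E3 corepressor binding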
Starred values were filed as active, the others as inactive; x = not tested or not shown.

item	canonical_smiles	KKLEB tox	CF NFkB block	TWEAK Fn14 block	Shn3 3UTR inh	MITF TRPM1 inh	aDG glyco up	NR2E3 ag-1	Peg3 prom inh	HIF-2a block	iPSC survival up	NR2E3 ag-2
1	CC(C)c1ccc(NC(=O)COC(=O)Cn2cnc3c2c(=O)n(C)c(=O)n3C)cc1	9	-20	-15	2	x	-0.2	x	-19	-8	-1.9	-13
2	O=C(NCCCn1ccnc1)c1cc(-c2ccccc2)on1	5	-78	-73	-288	8	-0.6	0	-130	-297	1.1	-42
3	CCCCN(C=O)c1c(CC)nc2c(OCc3ccc(Cl)cc3)cccn12	8	-15	13	3	x	0.5	x	4	-22	1.9	-12
4	CCC(C)N(CCNC(=O)CC1Oc2ccc(C)cc2NC1=O)C1CCCCC1 (stereo not drawn)	-1	2	0	-15	9	0.0	0	-9	1	-2.3	-20
5	O=C(CN1C(=O)NC2(CCCCCCC2)C1=O)NCc1ccc(Cl)cc1	-3	0	5	-7	-3	0.0	x	22	9	-0.9	4
6	Cc1nnc(SCC(=O)c2ccc(C(C)C)cc2)s1	1	3	-26	-12	-24	0.3	-1	-131	-92	0.3	1
7	Fc1cccc(COc2ccccc2C(=S)N2CCCC2)c1	8	6	-16	-13	1	0.0	0	-11	-9	-0.1	-25
8	CCOC(=O)c1[nH]c2ccccc2c1NC(=S)Nc1cccc(C)c1	1	11	2	-22	x	-0.1	-6	-65	-65	-2.0	-8
9	COc1ccc(CCN(C)CCCN2CC(c3ccccc3)CC2=O)cc1OC (stereo not drawn)	6	-13	-14	-12	18	0.0	2	3	16	-1.4	-4
10	CCCCOCC(O)CN1CCN(C(C)=O)CC1 (stereo not drawn)	2	5	-15	-14	8	0.0	0	16	-7	-3.8	-7
11	CC(=O)c1cc2c(cc1F)C(C)(C)CCC2(C)C	2	-5	-10	-22	-5	-0.1	x	-6	17	-3.0	-10
12	COC(=O)CSc1nc(N)nc(C)c1Cl	8	-12	-10	-2	-10	-0.1	-1	-4	13	2.4	-13
13	Cc1ccc(NC(=O)CCOc2ccccc2)cc1S(=O)(=O)Nc1ccccc1Cl	3	-6	13	-1	6	0.3	0	21	16	-0.6	-15
14	Cc1cc(C)cc(N2C(N)=NC(N)=NC2c2ccccc2F)c1 (stereo not drawn)	1	-38	18	-3	4	0.0	-3	4	12	-0.6	22
15	CC(C)Sc1nc2ccc(Br)cc2[nH]1	0	-14	0	8	-10	0.4	4	-61	-122	-0.1	-11
16	CCN1CCN(Cc2cccc(Oc3ccc(Cl)cc3)c2)CC1	-4	6	-9	13	3	0.3	4	3	-20	-0.4	13
17	O=C1Cc2ccccc2C(=O)N1Cc1cccc(Cl)c1	9	-4	8	-6	13	-0.1	x	1	-1	1.7	-14
18	Cc1nccn1CCCNC(=O)c1nc(Cn2cc([N+](=O)[O-])cn2)no1	-1	5	12	-5	-4	-0.1	0	16	2	-0.2	-13
19	N#CC12CCCCC1CC1CCCCC1(C#N)N2N (stereo not drawn)	-7	8	-4	5	10	0.0	2	8	14	-0.6	3
20	Cc1ccc(-c2nn(-c3ccccc3)cc2C(=O)NC2CCC(O)CC2)cc1 (stereo not drawn)	-5	8	-32	-18	-35	-0.3	1	-60	-57	-2.3	-23
21	COc1ccc(C(=O)CSc2nnc(-c3ccco3)n2C)cc1	15	-2	13	-22	-7	0.1	0	-19	-29	1.6	-27
22	CCCc1cc2c(OC(=O)CC)c(-c3ccc(C(=O)OCC)o3)c(=O)oc2cc1OC	0	10	-13	-16	10	0.0	2	-14	-42	0.2	-33
23	Clc1ccc(CSc2cnnc3ccccc23)cc1Cl	-27	34	-3	-7	-63	0.0	x	-65	-111	-2.7	-51
24	O=C(c1ccc(CNc2c(N3CCOCC3)c(=O)c2=O)cc1)N1CC=C(c2ccccc2)CC1	-8	6	1	19	7	0.2	2	7	3	-0.3	-8
25	COC(=O)c1cc(NC(=O)c2c(Cl)cnn2C)cc(C(=O)OC)c1	11	-5	-12	-15	4	0.6	-4	24	8	-1.6	-15
26	Cc1ccc(-c2nnc(-n3nnc4ccccc43)c3ccccc23)cc1	-8	3	19	-3	0	0.3	-2	6	1	-0.5	-16
27	O=C(CN(Cc1ccco1)Cc1ccco1)Nc1cc(S(=O)(=O)N2CCCCC2)ccc1Cl	-6	40	30	58	25	0.5	5	17	8	0.4	26
28	COc1cccc(NC(=S)NC2CC(C)(C)NC(C)(C)C2)c1	12	-6	3	22	6	0.1	4	5	17	-1.0	4
29	COc1cccc(CNC(=O)C2CCN(S(=O)(=O)c3ccc4c(c3)OCCO4)CC2)c1	4	-16	-5	12	7	-0.5	2	19	10	-0.4	-16
30	COc1cc(C(=O)NC(=S)N(CCC#N)Cc2cccnc2)cc(OC)c1OC	8	-26	-16	-4	3	0.4	x	-11	15	2.3	8
31	COc1ccc(/C=C/c2noc(-c3ccccc3O)n2)cc1	-6	-4	56*	-39	-92	-0.2	-1	-177	-133	2.2	-155
32	COc1ccc(C2C(C#N)=C(N)N(c3cccnc3)C3=C2C(=O)CCC3)cc1Cn1cc([N+](=O)[O-])cn1 (stereo not drawn)	-1	-4	0	3	4	0.6	0	7	14	2.4	2
33	O=C(CCc1nc2ccccc2c(=O)[nH]1)Nc1ccc(N2CCCCC2)cc1	5	0	0	7	11	-0.2	-2	8	3	0.2	-18
34	COCCCNCCCOc1ccc(C(C)(C)c2ccccc2)cc1	0	6	-20	-25	-22	1.4	-1	14	11	0.0	9
35	CC(=O)n1c(C=Nc2ccc(Cl)cc2)c(O)c2ccccc21	-18	-72	-13	1	-24	0.1	-2	-81	-26	-0.4	-27
36	Cc1cc(NC2C3CC4CC(C3)CC2C4)n2ncnc2n1 (stereo not drawn)	-14	-17	20	-8	5	0.1	-3	14	-12	-1.6	11
37	CCS(=O)(=O)c1ccc2oc(Nc3ccc(C(C)(C)C)cc3)nc2c1	-4	11	-19	-18	9	0.1	0	8	9	-0.9	-28
38	O=C(NCCCn1ccnc1)c1ccc(-c2cccc(C(F)(F)F)c2)o1	12	-7	-18	15	-20	0.0	x	4	5	-0.4	25
39	COc1ccc(SCCN2CCN(CC(C)C)CCC2=O)cc1	-1	3	8	7	7	0.0	-1	4	4	2.6	28
40	Cc1ccccc1OCC(=O)OCC(=O)NCc1ccco1	-1	4	2	-6	-1	0.0	3	-9	14	-0.5	0
41	O=C1Nc2ccc(Br)cc2C1(O)c1ccccc1 (stereo not drawn)	8	-22	10	-6	6	0.0	0	16	18	-0.3	-32
42	COc1ccc(CCNC(=O)C2CCCN(Cc3nc(-c4cccc(Cl)c4)oc3C)C2)cc1OC (stereo not drawn)	-8	-3	26	23	12	0.4	-2	2	3	8.7	-16
43	Cc1cccc(CNS(=O)(=O)c2csc(C(N)=O)c2)c1	-18	-18	23	22	3	1.3	-1	7	8	1.7	9
44	O=C(N/N=C/C1CCCCC1)c1ccccc1-n1cccc1	17	-1	-16	-5	18	-0.2	-1	-2	6	-0.1	22
45	CCOc1ccc(NC(=O)CN(C)C(=O)c2cc3c(s2)CCCCC3)cc1OCC	4	11	-19	7	10	-0.3	3	15	-10	1.2	15
46	O=C(c1ccc([N+](=O)[O-])o1)N(Cc1nnc(-c2ccccc2Cl)o1)C1CC1	-13	11	6	-33	x	1.1	1	-30	-35	-0.5	-20
47	CCC(C)(C)C1CCC2(CC1)NC(=O)N(CC(=O)N(C)CC(=O)Nc1ccccc1C(F)(F)F)C2=O (stereo not drawn)	-7	-8	20	39	10	0.2	-4	26	11	-0.4	-7
48	NC(=O)c1cc(N)ccc1N1CCCC1	4	-16	-8	14	-3	-0.4	-3	9	2	-0.3	-7
49	Cc1ccccc1CN1C[C@@H]2C[C@@H](c3ccc4nsnc4c3)N3CCC[C@@]23C1=O	-9	-5	-9	68	6	0.9	3	30	16	-0.3	-18
50	CCN(CC)CCCNc1cc(C)c(C#N)c2nc3ccccc3n12	10	-85	-10	10	x	-0.2	x	6	7	-0.1	10
51	COc1ccc(-c2cc(C(=O)Nc3nc4ccccc4s3)c3ccccc3n2)cc1OC	-3	-8	26	16	13	-0.3	-1	-25	-67	-1.3	-12
52	O=C(CSCc1ccc(F)cc1)Nc1ccc(F)cc1	-2	2	-18	-53	-17	-0.1	0	-94	-81	-0.4	-9
53	COc1ccccc1S(=O)(=O)N(C)C[C@@H]1OCc2cn(nn2)CCCC(=O)N([C@H](C)CO)C[C@H]1C	-4	5	12	-8	x	0.0	x	9	11	-2.1	-13
54	O=C(CCc1nnc(CCCc2ccccc2)o1)NCC(F)(F)F	-6	18	-15	-44	-27	-0.1	0	-98	-144	5.7	-36
55	CCN(C(=O)c1cc2cc3ccc(C)cc3nc2o1)c1ccc(OC)cc1	-23	41	-2	-19	-16	0.1	4	-90	-122	-1.8	-19
56	CCN1C(=O)c2cccc3c(S(=O)(=O)NC(Cc4c[nH]c5ccccc45)C(=O)O)ccc1c23 (stereo not drawn)	0	-2	20	11	-3	-0.3	1	12	9	-2.0	-17
57	CCCCC[C@@H](C)N1C[C@@H](COCc2ccccc2)Oc2cc(N3CC[C@H](O)C3)ccc2S1(=O)=O	x	x	9	x	x	0.1	x	x	12	-0.1	-20
58	COc1cccc(/C=C2\SC(=O)NC2=O)c1OCc1ccc(C(=O)O)cc1	-9	13	-6	-5	1	-0.3	5	-3	10	-0.4	0
59	O=C1CN(C(=O)COC(=O)CCNS(=O)(=O)c2ccc(Cl)cc2)c2ccccc2N1	-1	3	-11	-3	4	-0.1	-1	-1	4	0.4	-4
60	O=C(O)C(c1ccccc1)N1C(=O)c2cccc3cccc(c23)C1=O (stereo not drawn)	-11	16	2	-15	9	-0.2	0	20	21	1.0	-4

Retrieved one by one from above, 2 records:
item	canonical_smiles	KKLEB tox	CF NFkB block	TWEAK Fn14 block	Shn3 3UTR inh	MITF TRPM1 inh	aDG glyco up	NR2E3 ag-1	Peg3 prom inh	HIF-2a block	iPSC survival up	NR2E3 ag-2
48	NC(=O)c1cc(N)ccc1N1CCCC1	4	-16	-8	14	-3	-0.4	-3	9	2	-0.3	-7
52	O=C(CSCc1ccc(F)cc1)Nc1ccc(F)cc1	-2	2	-18	-53	-17	-0.1	0	-94	-81	-0.4	-9

The results go on.
item	canonical_smiles	KKLEB tox	CF NFkB block	TWEAK Fn14 block	Shn3 3UTR inh	MITF TRPM1 inh	aDG glyco up	NR2E3 ag-1	Peg3 prom inh	HIF-2a block	iPSC survival up	NR2E3 ag-2
61	Cn1c(=O)[nH]c(=O)c2c1nc(SCCO)n2Cc1ccccc1Cl	-3	-2	-20	-24	7	0.1	2	-5	10	-0.3	-10
62	COc1cccc(C(C)NC(=S)NCc2ccc(F)cc2)c1 (stereo not drawn)	23	-61	12	3	-8	0.7	0	23	13	-0.2	25
63	COC(=O)c1cc(NC(=O)C2(S(=O)(=O)c3ccc(C)cc3)CC2)cc(C(=O)OC)c1	-12	15	4	-12	3	-0.2	0	6	18	2.1	-10
64	CCN(CC)C(=O)C1CCC(CNS(=O)(=O)c2cccc3nsnc23)CC1 (stereo not drawn)	-1	-1	-21	4	-6	0.0	0	0	-2	-0.1	-10
